Assay outcomes: PubChem BioAssay, several laboratories
EBV gp42 block – blocks Epstein-Barr virus glycoprotein 42 binding; inhibition, % (tested at 21.74 µM); AID 1085; Q1HVG2; actives 0.42% (n = 220,000); Fluorescence polarization binding assay, mP read-out; in the data active = inhibition above about 50%
Furin inh – human furin inhibition | AID 463115 | P09958 | inhibition, % at 30 µM | actives 0.061% (n = 220,000) | purified furin, fluorogenic substrate cleavage; in the data active = inhibition above about 25%; note: inactives centre near -15
Target sequence (P09958 108-714 limits assumed): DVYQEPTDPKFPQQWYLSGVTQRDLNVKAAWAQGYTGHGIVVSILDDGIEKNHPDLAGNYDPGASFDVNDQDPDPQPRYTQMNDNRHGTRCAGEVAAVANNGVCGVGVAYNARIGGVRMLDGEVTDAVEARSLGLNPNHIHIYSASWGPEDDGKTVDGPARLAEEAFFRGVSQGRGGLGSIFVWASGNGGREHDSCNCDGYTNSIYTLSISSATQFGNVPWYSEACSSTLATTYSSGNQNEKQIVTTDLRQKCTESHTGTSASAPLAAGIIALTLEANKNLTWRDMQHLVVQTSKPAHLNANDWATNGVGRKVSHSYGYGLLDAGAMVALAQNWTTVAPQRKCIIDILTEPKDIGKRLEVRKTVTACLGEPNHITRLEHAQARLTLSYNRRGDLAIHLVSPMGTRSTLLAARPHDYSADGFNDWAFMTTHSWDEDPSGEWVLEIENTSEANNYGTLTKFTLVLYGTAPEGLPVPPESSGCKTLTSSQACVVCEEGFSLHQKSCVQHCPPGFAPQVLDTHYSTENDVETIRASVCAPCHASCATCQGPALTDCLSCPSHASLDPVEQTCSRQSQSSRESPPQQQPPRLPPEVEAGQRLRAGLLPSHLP
m-calpain inh – calpain II (pig) inhibition; purified calpain II, fluorogenic peptide substrate, 30 min; inhibition, % at 16 µM; actives 0.37% (n = 220,000);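 active = inhibition above about 50%, limit read from the data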
Runt-CBFb FRET – Runt domain-CBFb interaction inhibition. inhibition, % at 20 µM. AID 1496. actives 0.46% (n = 220,000). Q01196+Q13951. Cerulean-Runt/Venus-CBFb FRET ratio 530/480, 1 h;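 active = inhibition over about 50% at 20 µM in the single-dose screen, limit read from the data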;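 note: 0% = DMSO wells and 100% = excess unlabeled CBFb competitor control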
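System: Cerulean-labeled Runt domain protein | Quantity: 100 nM of each labeled protein | Schedule: 1 h compound exposure, room temperature | Detection: Fluorescence energy transfer, 422 nm excitation, 530/480 nm emission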
RBBP9 inhibitor – human RBBP9 hydrolase inhibition. recombinant RBBP9, FP-Rh probe fluorescence polarization. actives 0.2% (n = 220,000). O75884. inhibition, % at 7.94 µM;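 active = inhibition above the campaign mean of all tested compounds plus 3 SD, cut at about 14% in these data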;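 note: plate controls were DMSO wells with RBBP9 for no effect and wells lacking RBBP9 protein for full effect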
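System: RBBP9 protein / Quantity: 2.5 µM RBBP9 dispensing solution, before mixing / Also added: Serine-hydrolase probe FP-Rh, 375 nM pre-mixing / Dosing: 7.94 µM single dose, 0.794% DMSO / Timing: enzyme-compound preincubation 30 min, then probe labeling 45 min, 25 °C / Signal: FP readout at 525/598 nm / Controls: DMSO-treated enzyme wells and wells lacking RBBP9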
Runt-SMMHC FRET – Runt domain-CBFb-SMMHC interaction inhibition | Cerulean-Runt/Venus-CBFb-SMMHC FRET ratio 530/480, 1 h | inhibition, % at 20 µM | actives 0.74% (n = 220,000);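 active = mean inhibition across duplicate retests at 20 µM reaching about 50%, limit read from the data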;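 note: 0% = DMSO wells and 100% = wells with excess untagged CBFb-SMMHC; inhibitors lower the FRET ratio by blocking Runt binding to CBFb-SMMHC; some results filed as inactive read as strong as hits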
p47phox inh – blocks human p47phox regulatory protein of NADPH oxidases. P14598. p47phox/p22phox peptide binding, fluorescence polarization, 2 h. inhibition, % at 24.7 µM. actives 0.53% (n = 220,000). AID 1274;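 active = inhibition above about 30%, limit read from the data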;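 note: 0% = p47phox with labelled peptide and 100% = labelled peptide alone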
Target sequence (P14598 whole entry, looked up): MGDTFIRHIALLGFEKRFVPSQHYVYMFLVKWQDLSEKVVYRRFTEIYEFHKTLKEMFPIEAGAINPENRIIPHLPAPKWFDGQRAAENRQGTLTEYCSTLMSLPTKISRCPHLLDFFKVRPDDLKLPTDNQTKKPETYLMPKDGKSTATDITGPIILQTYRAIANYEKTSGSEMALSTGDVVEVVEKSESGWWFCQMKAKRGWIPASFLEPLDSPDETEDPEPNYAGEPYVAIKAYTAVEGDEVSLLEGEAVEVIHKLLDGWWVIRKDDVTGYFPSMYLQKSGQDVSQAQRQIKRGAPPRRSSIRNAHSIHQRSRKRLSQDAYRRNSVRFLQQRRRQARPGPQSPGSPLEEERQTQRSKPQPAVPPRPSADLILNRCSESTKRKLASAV
Tb hexokinase – blocks Trypanosoma brucei hexokinase 1 activity | inhibition, % at 10 µM | actives 0.11% (n = 220,000) | recombinant TbHK1, G6PDH-coupled NADH A340;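 active = inhibition of 50% or more in the single-dose primary screen; inactive = inhibition below 50%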
p97 inhibitor – inhibitors of human p97 ATPase. P55072. recombinant p97 ATPase, Kinase-Glo ATP luminescence, 3 h. inhibition, % at 8 µM. actives 0.42% (n = 220,000); in the data active = inhibition above about 15%;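 note: 0% = DMSO vehicle and 100% = wells lacking enzyme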
* hit, by the source's call; x = not tested or not shown; [ ] = remark or other dose. Rows are unselected. About 2.7% of those tested had a hit in this group.

A first look:
SMILES | EBV gp42 block | Furin inh | m-calpain inh | Runt-CBFb FRET | RBBP9 inhibitor | Runt-SMMHC FRET | p47phox inh | Tb hexokinase | p97 inhibitor
Cc1cccc(N(C2C=CS(=O)(=O)C2)S(=O)(=O)c2ccccc2)c1 (centres undefined) | -4 | -12[20 µM] | -29 | 0 | -4 | -3 | -14 | 8 | 4
Cc1nc(N2CCN(Cc3ccc4c(c3)OCO4)CC2)nc2c1C(=O)CC(c1ccco1)C2 (centres undefined) | 14 | -22 | 67* | 10 | -2 | 1 | -5 | -3 | -3

Results, from the first entry:
SMILES | EBV gp42 block | Furin inh | m-calpain inh | Runt-CBFb FRET | RBBP9 inhibitor | Runt-SMMHC FRET | p47phox inh | Tb hexokinase | p97 inhibitor
Cc1cccc(N(C2C=CS(=O)(=O)C2)S(=O)(=O)c2ccccc2)c1 (centres undefined) | -4 | -12[20 µM] | -29 | 0 | -4 | -3 | -14 | 8 | 4
Cc1nc(N2CCN(Cc3ccc4c(c3)OCO4)CC2)nc2c1C(=O)CC(c1ccco1)C2 (centres undefined) | 14 | -22 | 67* | 10 | -2 | 1 | -5 | -3 | -3
Cc1ccnc(NC2CCCCC2)c1 | -21 | -30 | -47 | 4 | -1 | -2 | -2 | -5 | 6
COCCCNC(=O)c1cc(=O)n(Cc2ccc(Cl)cc2)c2ccccc12 | -8 | -23 | -7 | 1 | -5 | 1 | -1 | -6 | -2
O=C(Nc1ccc(N2CCOCC2)cc1)c1cccc(S(=O)(=O)N2CCCC2)c1 | -12 | -15[20 µM] | -13 | 3 | -2 | 1 | -9 | -8 | 3
Cc1ccc(/C=C/C(=O)OC(C)C(=O)Nc2ccc(Cl)cn2)o1 (centres undefined) | -5 | -2 | -45 | 8 | -10 | -5 | -15 | 7 | -3
CN(C)c1nc(N)nc(-c2cccnc2)n1 | -16 | -4 | 0 | 0 | -6 | 0 | -10 | 4 | 1
CC(C)CCNC(=O)CCS(=O)(=O)c1cccc2nonc12 | -14 | -13 | -7 | 2 | -10 | 1 | 0 | -2 | 0
Cc1c(Cl)ccc2c1NC(=O)[C@]21[C@@H]2C(=O)N(Cc3ccccc3)C(=O)[C@@H]2[C@@H]2CCCN21 | -30 | -11 | -61 | -2 | 3 | 0 | -37 | -8 | 4
CCOc1ccccc1NC(=O)CSc1nnc(-c2ccco2)n1Cc1ccco1 | -19 | -19 | -32 | 9 | -7 | -17 | -13 | -4 | -1
CC1CC(C)CN(c2ccc([N+](=O)[O-])cc2-c2nn[nH]n2)C1 (centres undefined) | -10 | -12 | -2 | 4 | 2 | -5 | -4 | -8 | 4
COc1ccc(/C=C2\SC(=S)N(c3cccnc3)C2=O)cc1 | -3 | -24 | -7 | 0 | -5 | -1 | 2 | -16 | -2
CC(C)C(=O)Nc1cccc(C(=O)NCc2ccc3c(c2)OCO3)c1 | 7 | -19[20 µM] | 10 | 1 | -11 | 0 | -20 | 0 | -3
O=C(CCn1nnc2ccccc2c1=O)N[C@@H](Cc1ccccc1)C(=O)O | 0 | -10 | -14 | -1 | -8 | 0 | -4 | 14 | 0
CCOCCCNC(=O)C1CCN(S(=O)(=O)c2ccc(C)cc2)CC1 | -9 | -23[20 µM] | -10 | -2 | 0 | 0 | -7 | 4 | 0
N#CCCn1cc(C(=O)N2CCOCC2)c(-c2ccc3c(c2)OCCO3)n1 | 2 | -19 | -22 | 0 | -1 | 2 | -2 | 4 | 4
O=C(NC(Cc1ccccc1)C(=O)O)c1ccco1 (centres undefined) | 3 | -21 | -5 | x | 0 | x | 3 | -8 | 0
COc1ccc(N2CCN(C(=O)c3cc4c(-c5ccc(Cl)cc5)nn(C)c4s3)CC2)cc1 | -12 | -14 | -21 | -3 | -8 | 1 | -62 | -25 | 0
CN(C)CCNC(=O)Cc1ncc(C(F)(F)F)cc1Cl | -15 | -20 | 15 | 2 | -7 | -3 | -2 | 1 | 0
O=C(NC1CCCCC1)C(c1ccncc1)N(C(=O)Cc1cccs1)c1ccccc1 (centres undefined) | -14 | -6 | 16 | x | -6 | x | -5 | 8 | 0
O=C1N(Cc2cccc(Cl)c2)C[C@@H]2C[C@@H](c3ccco3)N3CCC[C@@]123 | -12 | -31 | -38 | 1 | -8 | 2 | -22 | 2 | -1
Cc1nnsc1C(=O)NNS(=O)(=O)c1ccccc1 | -9 | -12[20 µM] | 16 | -3 | 1 | 2 | 0 | 0 | 3
O=C(CC(NCCc1ccccc1)C(=O)O)Nc1ccc(O)cc1 (centres undefined) | -22 | -12[20 µM] | -8 | 2 | 1 | -1 | -12 | -1 | 4
Cc1ccccc1NC(=O)c1ccccn1 | -17 | -28 | -28 | 1 | -2 | 1 | -3 | 1 | 5
O=C(O)c1ccccc1C(=O)c1ccc(N2CCCC2)c([N+](=O)[O-])c1 | 0 | -16 | -8 | -3 | -2 | 2 | -4 | -30 | 1

Some of these compounds in order of SMILES length, rising.
SMILES | EBV gp42 block | Furin inh | m-calpain inh | Runt-CBFb FRET | RBBP9 inhibitor | Runt-SMMHC FRET | p47phox inh | Tb hexokinase | p97 inhibitor
CN(C)CCNC(=O)Cc1ncc(C(F)(F)F)cc1Cl | -15 | -20 | 15 | 2 | -7 | -3 | -2 | 1 | 0
O=C(CC(NCCc1ccccc1)C(=O)O)Nc1ccc(O)cc1 (centres undefined) | -22 | -12[20 µM] | -8 | 2 | 1 | -1 | -12 | -1 | 4
COc1ccc(/C=C2\SC(=S)N(c3cccnc3)C2=O)cc1 | -3 | -24 | -7 | 0 | -5 | -1 | 2 | -16 | -2
CCOCCCNC(=O)C1CCN(S(=O)(=O)c2ccc(C)cc2)CC1 | -9 | -23[20 µM] | -10 | -2 | 0 | 0 | -7 | 4 | 0
CC(C)C(=O)Nc1cccc(C(=O)NCc2ccc3c(c2)OCO3)c1 | 7 | -19[20 µM] | 10 | 1 | -11 | 0 | -20 | 0 | -3
COCCCNC(=O)c1cc(=O)n(Cc2ccc(Cl)cc2)c2ccccc12 | -8 | -23 | -7 | 1 | -5 | 1 | -1 | -6 | -2
N#CCCn1cc(C(=O)N2CCOCC2)c(-c2ccc3c(c2)OCCO3)n1 | 2 | -19 | -22 | 0 | -1 | 2 | -2 | 4 | 4
CC1CC(C)CN(c2ccc([N+](=O)[O-])cc2-c2nn[nH]n2)C1 (centres undefined) | -10 | -12 | -2 | 4 | 2 | -5 | -4 | -8 | 4
O=C(O)c1ccccc1C(=O)c1ccc(N2CCCC2)c([N+](=O)[O-])c1 | 0 | -16 | -8 | -3 | -2 | 2 | -4 | -30 | 1
Cc1nc(N2CCN(Cc3ccc4c(c3)OCO4)CC2)nc2c1C(=O)CC(c1ccco1)C2 (centres undefined) | 14 | -22 | 67* | 10 | -2 | 1 | -5 | -3 | -3
COc1ccc(N2CCN(C(=O)c3cc4c(-c5ccc(Cl)cc5)nn(C)c4s3)CC2)cc1 | -12 | -14 | -21 | -3 | -8 | 1 | -62 | -25 | 0

Continuation.
SMILES | EBV gp42 block | Furin inh | m-calpain inh | Runt-CBFb FRET | RBBP9 inhibitor | Runt-SMMHC FRET | p47phox inh | Tb hexokinase | p97 inhibitor
O=C(NCc1nnc(SCC(=O)N2CCc3ccccc32)o1)c1cccs1 | -5 | -21 | 7 | -1 | -9 | -6 | -8 | 3 | 3
O=C1CC(N2CCN(Cc3ccccc3)CC2)C(=O)N1c1ccc2c(c1)OCCO2 (centres undefined) | -19 | -5[20 µM] | 1 | 2 | 1 | -2 | -2 | -3 | -5
Cc1c(O)c2c3c(cccc3c1O)C(=O)N(c1ccccc1)C2=O | 83* | -9 | 18 | -138 | 0 | -42 | -12 | 0 | 0
O=C(CSc1nnc(-c2cccs2)o1)NCc1ccco1 | -8 | -26 | 23 | 2 | 2 | 2 | -2 | 13 | 3
CCc1ccccc1N1C[C@@]23C=C[C@@H](O2)C(C(=O)OCC(C)C)[C@H]3C1=O (some centres undefined) | 2 | -22 | 16 | 0 | -2 | 0 | -9 | -1 | 1
COc1ccccc1NC(=O)CSc1nnc(Cn2cnc3ccccc32)n1C | -4 | -13 | -27 | 1 | -2 | 1 | -12 | -1 | 4
Cn1c(SCc2ccccc2)nnc1C1CCCNC1 (centres undefined) | -13 | 18[20 µM] | -6 | 1 | 0 | -3 | -7 | 2 | 5
CNC1=C(N(C(C)=O)c2ccc(Br)cc2)C(=O)c2ccccc2C1=O | 9 | -8 | 3 | 2 | -2 | -1 | -2 | 2 | 1
COc1cc(NC(=O)c2cccc(Cl)c2)c(OC)cc1NC(=O)CN1CCOCC1 | -8 | -24 | -35 | -3 | -8 | 7 | -21 | -9 | -1
Cc1cnc(NC(=O)Cc2c[nH]c3ccccc23)s1 | 1 | -6[20 µM] | -1 | -1 | -20 | -5 | -7 | 7 | -2
COCCNC(=O)CC(c1ccccc1)c1ccccc1 | 2 | -9[20 µM] | 7 | 1 | -2 | 22 | 2 | 1 | 4
CCOC(=O)c1c(NC(=S)Nc2ccc(Cl)cc2)sc2c1CCN(C)C2 | -51 | -20 | -21 | 98* | -11 | 164* | -36 | 0 | 1
COc1cc(C(=O)N2CCN=C2c2ccccc2)cc(OC)c1OC | -3 | -1 | 20 | -1 | 0 | -9 | 7 | 1 | 8
Cc1ccc(C)c(SCC(=O)Nc2ccc(S(=O)(=O)Nc3ncccn3)cc2)c1 | -1 | -7 | 17 | -3 | -13 | 0 | -14 | 2 | -9
COc1ccc(N2CCN(C(c3cc4ccc(C)cc4[nH]c3=O)c3nnnn3C3CCCC3)CC2)cc1 (centres undefined) | -18 | -16 | -199 | 3 | -7 | 4 | -6 | -14 | 4
CNS(=O)(=O)c1cc(N(C)S(=O)(=O)c2ccc(C)cc2)c(C)cc1C | -4 | -5 | 32 | -4 | 0 | 0 | -7 | 3 | -1
O=C1NCCN(Cc2ccc(Cl)c(F)c2)C1CC(=O)N1CCCCO1 (centres undefined) | -2 | -14 | -45 | 0 | -7 | -2 | -7 | 0 | -4
COc1ccc2[nH]c(C)c(CCNC(=S)Nc3ccccc3OC)c2c1 | -8 | -24 | 19 | 2 | -8 | -2 | -13 | 0 | 2
CCc1c(C)nc(SCC(=O)c2cccs2)c(C#N)c1C | -20 | -12[20 µM] | -36 | -21 | -5 | -24 | -6 | -18 | 0
O=C1CC(Cc2ccccc2)C(=O)N1c1ncccn1 (centres undefined) | 1 | -22 | -22 | 0 | 4 | -1 | -4 | -6 | 0
CC(=O)Nc1cccc(C(=O)OCc2ccccc2)c1 | -7 | -17[20 µM] | 5 | 0 | 1 | 0 | -3 | 1 | -4
O=C(N/N=C/c1oc(O)c2ccccc12)c1ccccc1O | -8 | -12 | 14 | 1 | 0 | -1 | 3 | 3 | -5
CCOc1cccc(OCCOCCN2CCCC2)c1 | -5 | -20 | -9 | 0 | -5 | 2 | -1 | 0 | 3
C=CCn1c(CNC(=O)c2cccs2)nnc1SCc1ccc(Cl)cc1Cl | -7 | -12 | 19 | -1 | -7 | 2 | -8 | -3 | 0
COc1c(N2CCN(C(=S)Nc3ccc(F)cc3)C(C)C2)c(F)cc2c(=O)c(C(=O)O)cn(C3CC3)c12 (centres undefined) | -8 | -35[20 µM] | -84 | x | -1 | -2 | 0 | -3 | 0
COc1ccc(CCNC(=O)CN(C2CCCCC2)S(C)(=O)=O)cc1 | -2 | -22[20 µM] | -62 | 2 | 1 | 0 | -4 | 5 | 4
